Screening results: PubChem BioAssay, several laboratories
RmlCD inh mix = RmlC/RmlD inhibition, mixture screen. RmlC/RmlD coupled enzyme inhibition, 384-well mixture HTS. inhibition, % at 5.5 µM. actives 0.39% (n = 110,000). AID 1532; in the data active = inhibition above about 30%, passing the limit was not always enough; also: strong numbers were not always called active
RT RNaseH block = blocks HIV-1 RNase H cleavage of RNA/DNA duplex. P04585. RT-RNase H RNA/DNA duplex cleavage, fluorescence. inhibition, % at 10 µM. actives 1.9% (n = 65,000); in the data active = inhibition above about 50%
Active calls of the source: *; . = not tested or not shown.

Start of the data: the first seven compounds as a preview:
SMILES	RmlCD inh mix	RT RNaseH block
CCOC(=O)CN1CC23C=CC(O2)C(C(=O)Nc2ccc(OC)cc2OC)C3C1=O (stereo unspecified)	-7	-3
COc1ccc2cc(CCNC(=O)c3c(-c4ccccc4Cl)noc3C)c(=O)[nH]c2c1	3	-19
CC(NCc1cccn1C)c1ccccc1 (stereo unspecified)	18	.
O=C(Nc1nc2c(s1)CCCC2)C1CCCN1C(=O)c1cccs1 (stereo unspecified)	-6	2
CCc1ccc2[nH]c(O)c(N=Nc3nc(-c4ccccc4)cs3)c2c1	-13	.
Cn1ccnc1SCC(=O)Nc1ccc2c(c1)COC2=O	-7	0
N#Cc1ccc(C(c2nnnn2CCc2ccccc2)N2CCCCCC2)cc1 (stereo unspecified)	9	-8

This part in full, from the first entry:
SMILES	RmlCD inh mix	RT RNaseH block
CCOC(=O)CN1CC23C=CC(O2)C(C(=O)Nc2ccc(OC)cc2OC)C3C1=O (stereo unspecified)	-7	-3
COc1ccc2cc(CCNC(=O)c3c(-c4ccccc4Cl)noc3C)c(=O)[nH]c2c1	3	-19
CC(NCc1cccn1C)c1ccccc1 (stereo unspecified)	18	.
O=C(Nc1nc2c(s1)CCCC2)C1CCCN1C(=O)c1cccs1 (stereo unspecified)	-6	2
CCc1ccc2[nH]c(O)c(N=Nc3nc(-c4ccccc4)cs3)c2c1	-13	.
Cn1ccnc1SCC(=O)Nc1ccc2c(c1)COC2=O	-7	0
N#Cc1ccc(C(c2nnnn2CCc2ccccc2)N2CCCCCC2)cc1 (stereo unspecified)	9	-8
O=C1CC(N2CCN(C(c3ccccc3)c3ccccc3)CC2)C(=O)N1 (stereo unspecified)	-2	-2
O=S(=O)(c1cccs1)N1CCN(CC(O)COc2cccc(Br)c2)CC1 (stereo unspecified)	4	.
CCc1ccc2[nH]c(=O)c(CN(CCCN3CCOCC3)C(=O)Nc3ccc(F)cc3)cc2c1	-4	4
C/C(NC1CCCCC1)=C(/C#N)C(=O)NCCN1CCOCC1	-14	-2
CN(C)CCCNC(=O)CCc1nc2ccccc2c(=O)[nH]1	-10	.
Cc1ccc(N(CC(=O)NC2CCCCCC2)S(=O)(=O)c2c(C)nn(C)c2C)cc1	-10	-8
O=C1NCN(c2ccccc2)C12CCNCC2	-9	0
CCCCOC(=O)Nc1nc(CC(=O)OCC)cs1	-7	3
Cc1ccc(NC(=O)CCC(=O)NNC(=O)Cc2ccccc2)cc1C	-16	.
CCCCCCCCCOc1ccc2[nH]cc(CCN)c2c1	-2	.
O=C(NCc1ccccc1)NC1(C(=O)N2CCN(c3ncccn3)CC2)CCCCC1	3	-1
COc1ccc(S(=O)(=O)Nc2cc3c4c(oc3c3ccccc23)CC(C)(C)CC4=O)cc1	-9	.
Cc1ccc(S(=O)(=O)NC(CC(=O)NCc2ccco2)c2ccco2)cc1 (stereo unspecified)	-8	-2
CCN(CC)c1ccc2cc(C(=O)Nc3cccnc3N3CCOCC3)c(=O)oc2c1	.	2
Cc1ccc(S(=O)(=O)N2CCC(=O)N(CCOC(=O)Nc3ccc(C)c(C)c3)CC2)cc1	-12	.
Cc1ccc(C(=O)NCc2ccc(Cl)c(Cl)c2)o1	-9	2
COc1cccc(/C=N/NC(=O)c2ccc(COc3ccc(Cl)cc3Cl)o2)c1	-9	.
C=CCc1c(O)nc(SCC(=O)c2ccccc2)[nH]c1=O	13	.

7 compounds out of the list, arranged by molar mass, highest first.
SMILES	RmlCD inh mix	RT RNaseH block
O=C(NCc1ccccc1)NC1(C(=O)N2CCN(c3ncccn3)CC2)CCCCC1	3	-1
COc1cccc(/C=N/NC(=O)c2ccc(COc3ccc(Cl)cc3Cl)o2)c1	-9	.
Cc1ccc(S(=O)(=O)NC(CC(=O)NCc2ccco2)c2ccco2)cc1 (stereo unspecified)	-8	-2
O=C(Nc1nc2c(s1)CCCC2)C1CCCN1C(=O)c1cccs1 (stereo unspecified)	-6	2
O=C1CC(N2CCN(C(c3ccccc3)c3ccccc3)CC2)C(=O)N1 (stereo unspecified)	-2	-2
C/C(NC1CCCCC1)=C(/C#N)C(=O)NCCN1CCOCC1	-14	-2
CCCCCCCCCOc1ccc2[nH]cc(CCN)c2c1	-2	.

Additional records.
SMILES	RmlCD inh mix	RT RNaseH block
CC1CCN(C(=O)CN(C2CCCCC2)S(C)(=O)=O)CC1	18	1
O=C(NCc1ccccn1)c1ccc(N2CCCC2=O)cc1	-22	-13
Cc1ccc(CSc2nncn2-c2ccccn2)cc1	-15	.
CCOC(=O)c1ccc(C(=O)OCC)nc1	-5	.
CN1OC2C(=O)N(c3ccccc3)C(=O)C2C1c1ccc(F)cc1 (stereo unspecified)	19	.
CSc1nc2c(c(=O)[nH]1)C(c1cccs1)C1=C(CCCC1=O)N2 (stereo unspecified)	9	17
CCOC(=O)C1=C(C)Nc2ccccc2N=C1NC(=O)c1cccc(S(=O)(=O)N(C)C)c1	2	0
COc1ccc(-c2cc(-c3ccccc3O)[nH]n2)cc1	18	.
COC(=O)/C(=C\Nc1ccc(Cl)c2ccccc12)c1ncc(C(F)(F)F)cc1Cl	27	.
O=C(NCCSc1ccccc1)c1ccco1	3	27
Oc1ccccc1-c1nc(NCc2ccco2)c2ccccc2n1	8	4
CCN(CC(=O)Nc1ccccc1C(=O)OC)S(=O)(=O)c1ccc(OC)cc1	5	-8
Cc1csc(SCC(=O)c2ccc(S(=O)(=O)N3CCOCC3)cc2)n1	7	5
Cc1ccc(C)c(N2CCN(C(=O)CC3Sc4ccccc4NC3=O)CC2)c1 (stereo unspecified)	4	8
Cc1cc(C)n(/N=C\c2c(O)ccc3ccccc23)c(=O)c1C(N)=O	5	.
CCCOc1ccc(C(=O)Nc2ccc(C)cc2[N+](=O)[O-])cc1	2	.
COc1ccc(N(CC(=O)NCc2ccc3c(c2)OCO3)S(=O)(=O)c2c(C)nn(C)c2C)cc1	3	-8
CCn1nc(CC(=O)Nc2nnc(CC(=O)N3CCOCC3)s2)c2ccccc2c1=O	10	.
Cc1nc2c(sc3nc4c(cc32)COC(C)(C)C4)c(=O)o1	42*	.
CCC(C)(C)NC(=O)C(c1ccc(C)o1)N(C(=O)c1csnn1)c1cccc(F)c1 (stereo unspecified)	-8	.
O=C(c1cncc(Br)c1)N1CCc2ccccc2C1	5	.
O=C(CN1CCC(n2nnc3cc(C(F)(F)F)ccc32)CC1)Nc1ccc2c(c1)CCC2	9	.
COCCCN1C(=O)c2ccc(C(=O)Nc3cccc(OC)c3)cc2C1=O	3	.
CCN(CC)S(=O)(=O)c1cccc(-c2nnc(SCC(=O)NC)n2CCc2ccccc2)c1	.	-8
Cn1c(C(=O)NCCCN2CCN(c3ccccc3F)CC2)cc2c(=O)[nH]c3ccccc3c21	-10	-5

Look-ups from the results shown:
Entry for CCCOc1ccc(C(=O)Nc2ccc(C)cc2[N+](=O)[O-])cc1 under RmlCD inh mix: 2
Entry for Cc1cc(C)n(/N=C\c2c(O)ccc3ccccc23)c(=O)c1C(N)=O under RmlCD inh mix: 5

Additional entries follow.
SMILES	RmlCD inh mix	RT RNaseH block
CCOC(=O)c1[nH]c2cc3c(cc2c1NC(=O)CN1CCC2(CC1)OCCO2)OCO3	20	3
O=C(NC1CC1)C1=C[C@@H](c2ccccc2)C[C@@H](OCCCCO)O1	5	.
COc1cc(OC)cc(C(=O)Nc2ccc(-n3cnnn3)c(C)c2)c1	6	-5
CCCCC(=O)Nc1ccc(N2CCN(S(C)(=O)=O)CC2)cc1	-15	1
O=C(CN1C(=O)NC(Cc2ccccc2)C1=O)Nc1ccccc1 (stereo unspecified)	4	-3
Cc1nc2c(o1)CCc1ccccc1C2N1CCN(C)CC1 (stereo unspecified)	.	4
CC(NC(=O)c1cccc(F)c1)C(c1cccs1)N1CCN(C)CC1 (stereo unspecified)	9	17
O=S(=O)(c1ccc(Cl)c(Cl)c1)c1snnc1-c1ccccc1	5	.
COC(=O)Cc1c(C)nc2nc(NCc3cccc([N+](=O)[O-])c3)[nH]n2c1=O	-10	.
O=C(CSc1nnc(Cc2ccccc2)o1)NC1CCCCC1	5	-7
COC(=O)c1cnn2c3c(c(C)nc12)CCCC3	2	-3
Clc1ccc2c(c1)C1=C(C(c3ccncc3)O2)C(c2ccc(Br)cc2)n2ncnc2N1 (stereo unspecified)	-6	.
COc1ccc(OC)c2[nH]c(=O)c(CCNS(=O)(=O)c3ccc(Cl)cc3)cc12	.	-74
CCC(C)(C)NC(=O)Cc1ccccc1OC	-19	.
CCCNC(=O)c1c(N)n(-c2cc(OC)cc(OC)c2)c2nc3ccccc3nc12	-29	3
CNc1nnc(-c2ccncc2)s1	6	-20
CCCc1cc(=O)[nH]c(SCC(=O)N(C)C2CCS(=O)(=O)C2)n1 (stereo unspecified)	-10	-3
COCC(=O)N(Cc1cc2ccc(C)cc2[nH]c1=O)c1ccc(OC)cc1	14	9
O=C1c2cccc(O)c2C(=O)c2c(O)cccc21	16	.
CCOC(=O)N1CCN(C(=O)c2ccc(CS(=O)(=O)c3c(Cl)cccc3Cl)o2)CC1	3	-8
O=C(COC(=O)C1CC2C=CC1C2)Nc1ccc2c(c1)OC(F)(F)O2 (stereo unspecified)	17	-6
CCOC(=O)c1ccc(NC(=O)NC2CC3CCC(C2)N3Cc2nnnn2Cc2ccco2)cc1 (stereo unspecified)	-6	.
COc1ccc(CCNc2oc(Cc3cccc4ccccc34)nc2C#N)cc1OC	43	-39
COc1ccccc1-c1nnc(NC(=O)c2ccc(S(=O)(=O)N(C)Cc3ccccc3)cc2)o1	20	50
Cc1ccc(O)c(-c2cc(C(F)(F)C(F)F)nc(-c3ccccc3)n2)c1	-45	19

(further entries)
SMILES	RmlCD inh mix	RT RNaseH block
Cc1c(C(=O)N2CCOCC2)[nH]c2ccc(OCc3ccccc3)cc12	-10	3
CCCCCNC(=O)CN(c1ccc2c(c1)OCO2)S(C)(=O)=O	7	.
CCCOc1ccccc1Nc1nnc(C)c(=O)[nH]1	0	-8
Cn1c(=O)c(=O)n(C)c2cc(S(=O)(=O)N3CCN(C4CCCCC4)CC3)ccc21	-14	.
CC(C)(C)NC(=O)CSc1nnc(-c2ccncc2)n1Cc1ccccc1	-8	-15
O=C(Nc1ccc(Cl)cn1)c1cccc(F)c1	7	-3
Cc1ccc(-c2nnnn2CS(=O)(=O)c2ccccc2)cc1	0	-5
O=C(NCn1cnccc1=O)c1ccccc1	8	.
S=C(NCc1ccc(Cl)cc1)NC12CC3CC(CC(C3)C1)C2	5	.
CCc1nnc(NC(=O)Cn2c(=O)oc3ccccc32)s1	8	.
Cc1cccc(NC(=O)Cc2ccc(F)cc2)c1	-2	.
Cc1ccc(OCCn2cc(Br)c(=O)[nH]c2=O)cc1	4	.
Cc1cccc(-n2c(=O)[nH]c3c(C(N)=O)nc(-c4ccccc4Cl)nc32)c1	.	9
CCOC(=O)Cn1nnc2c(sc3nc4c(c(-c5ccccc5)c32)CCC4)c1=O	-7	.
CC(C)(C)C(=O)Nc1nnc(SCc2ccc(F)cc2)s1	10	.
CCOC(=O)C(C)Sc1nc2c([nH]c3ccccc32)c(=O)n1C (stereo unspecified)	6	.
NC(=O)[C@H]1CC2(CC(c3cccc(NC(=O)COc4ccc(Cl)cc4)c3)=NO2)CN1C(=O)C(c1ccccc1)c1ccccc1 (stereo partly specified)	6	.
CCOc1ccccc1NC(=O)CSc1nnc(CNC(=O)COc2ccc(Cl)cc2)o1	-13	6
N#C/C(=C\c1ccccc1Cl)C(=O)NC(=O)Oc1ccccc1	11	.
Cc1nnc(NC(=O)CSc2ccccn2)s1	1	1
COC(=O)C1=C(C)N(Cc2ccc(C)cc2)C(=O)/C1=C\c1ccc(O)c(OC)c1	-7	.
CCCCNC(=O)Nc1cc(C(=O)OC)ccc1Cl	4	.
CC(=O)OCCCCON1C(=O)c2ccccc2C1=O	-9	-10
CCN1CCN(C(=O)CSc2cc(=O)n(CC)c3ccccc23)CC1	7	.
Fc1ccccc1NC(=S)N/N=C/c1ccccc1Br	9	.

An excerpt (hit frequency here may not be typical).
